# SNCA viab count – counter-screen for SNCA expression inhibitors: cell viability. Potency, µM (top dose mostly 57.1 µM), inactives show at the highest dose activity change, negative = cytotoxicity, usual class: cytotoxic. hit rate 0.12% among 150,000. HEK-293-SNCA-luc viability, GF-AFC fluorescence, 24 h. AID 1671193;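 also: potency is read from the fitted curve at half-maximal effect; 0% = DMSO-treated cells and -100% = medium-only wells without cells; nearly all actives have a fitted effect of over 30% in size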
#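 HEK-293-SNCA-luc cells (1500/well) plated 24 h, then exposed 24 h to a dilution series; GF-AFC added 30 min at 37C, fluorescence 405/540 nm; normalised to medium-only and DMSO wells, Hill fit.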
# HEK cytotox – HEK 293 cell cytotoxicity; HEK 293 viability, ATP luminescence (CellTiter-Glo), 48-72 h; AID 1345083; hit rate 6.6% among 94,000; Potency, µM (titrated, usually from 115 µM), for the others: top-dose activity change, negative = cytotoxicity, most hits filed as inhibitors; also: potency is read from the fitted curve at half-maximal effect; nearly all actives have a fitted effect of over 60% in size
#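 Cytotoxicity was scored by loss of ATP-coupled luminescence (CellTiter-Glo) in HEK 293 cells. Compound treatment ran 48 or 72 hr at 37 degree Celsius, 5% CO2, 95% humidity.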
# SNCA expr inhib – inhibitors of alpha-synuclein (SNCA) gene expression; HEK-293 SNCA-luciferase knock-in, luminescence, 24 h; Potency, µM (titrated, usually from 57.2 µM), for the others: at the highest dose activity change, negative = inhibition, actives largely listed as inhibitors; hit rate 0.17% among 140,000;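 also: potency is read from the fitted curve at half-maximal effect; plate controls were DMSO cells for no effect and cell-free wells for full effect; nearly all actives have a fitted effect of over 45% in size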
# IP6K1 inhibitor – blocks human inositol hexakisphosphate kinase 1; Q92551; IP6K1 kinase, ADP-Glo luminescence, 2 h; stronger effect = lower value; activity change, % (series mostly up to about 58 µM); hit rate 0.81% among 140,000; AID 1645851; in the data active = activity change below about -25%
#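 ADP-Glo luminescence measures ADP made by human IP6K1 during a 2 h RT reaction with ATP/IP6 (mix at 1.3 mM/130 uM); top library doses 57.5 and 19.1 uM final.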
# Luciferase inh – inhibitors of firefly (Photinus pyralis) luciferase. purified P. pyralis luciferase, luminescence, biochemical. Potency, µM (titrated, usually from 115 µM), for inactives: at the top dose activity change, negative = inhibition, usual class: inhibitors. hit rate 2.5% among 76,000; also: potency is read from the fitted curve at half-maximal effect; nearly all actives have a fitted effect of over 65% in size
# Target sequence (P08659 whole entry, looked up): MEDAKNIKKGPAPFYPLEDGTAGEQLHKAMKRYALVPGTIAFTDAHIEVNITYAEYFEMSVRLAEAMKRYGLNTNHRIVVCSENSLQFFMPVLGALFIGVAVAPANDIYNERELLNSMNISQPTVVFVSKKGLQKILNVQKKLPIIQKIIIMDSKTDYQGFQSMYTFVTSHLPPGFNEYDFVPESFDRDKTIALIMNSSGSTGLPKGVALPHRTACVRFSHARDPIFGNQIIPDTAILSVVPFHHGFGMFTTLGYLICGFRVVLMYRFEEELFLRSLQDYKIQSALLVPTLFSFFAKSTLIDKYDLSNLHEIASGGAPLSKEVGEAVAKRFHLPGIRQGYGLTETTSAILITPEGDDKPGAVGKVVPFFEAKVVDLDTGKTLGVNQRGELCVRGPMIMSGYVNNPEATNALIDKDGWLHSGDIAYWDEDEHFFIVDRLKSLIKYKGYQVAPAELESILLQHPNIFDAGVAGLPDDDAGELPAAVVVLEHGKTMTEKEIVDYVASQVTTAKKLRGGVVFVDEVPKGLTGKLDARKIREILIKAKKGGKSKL
#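 Cell-free enzyme assay, 10nM P. pyralis luciferase, luciferin and ATP each at 10uM. Inhibition profiled over a 6-point titration, read as luminescence.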
# 3T3 cytotox – NIH 3T3 cell cytotoxicity; NIH 3T3 viability, CellTiter-Glo ATP luminescence, 48-72 h; Potency, µM (highest dose often 96.7 µM), for inactives: at the highest dose activity change, negative = cytotoxicity, actives largely listed as inhibitors; hit rate 4.3% among 94,000; AID 1345082; also: potency is read from the fitted curve at half-maximal effect; nearly all actives have a fitted effect of over 55% in size
#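 Mouse fibroblast NIH 3T3 cells, 400 per well, received compound via pintool and were incubated for 48 or 72 hr prior to CellTiter-Glo ATP luminescence measurement.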
# GPT2 inhibitor – blocks human glutamate pyruvate transaminase 2; Potency, µM (highest dose often 57.7 µM), for inactives: top-dose activity change, negative = inhibition, usual class: inhibitors; hit rate 0.25% among 100,000; Recombinant GPT2, coupled pyruvate oxidase/HRP Amplex Red fluorescence; Q8TD30; also: potency is read from the fitted curve at half-maximal effect; nearly all actives have a fitted effect of over 60% in size; many of its hits are not listed in these tables
# Target sequence (Q8TD30 whole entry, looked up): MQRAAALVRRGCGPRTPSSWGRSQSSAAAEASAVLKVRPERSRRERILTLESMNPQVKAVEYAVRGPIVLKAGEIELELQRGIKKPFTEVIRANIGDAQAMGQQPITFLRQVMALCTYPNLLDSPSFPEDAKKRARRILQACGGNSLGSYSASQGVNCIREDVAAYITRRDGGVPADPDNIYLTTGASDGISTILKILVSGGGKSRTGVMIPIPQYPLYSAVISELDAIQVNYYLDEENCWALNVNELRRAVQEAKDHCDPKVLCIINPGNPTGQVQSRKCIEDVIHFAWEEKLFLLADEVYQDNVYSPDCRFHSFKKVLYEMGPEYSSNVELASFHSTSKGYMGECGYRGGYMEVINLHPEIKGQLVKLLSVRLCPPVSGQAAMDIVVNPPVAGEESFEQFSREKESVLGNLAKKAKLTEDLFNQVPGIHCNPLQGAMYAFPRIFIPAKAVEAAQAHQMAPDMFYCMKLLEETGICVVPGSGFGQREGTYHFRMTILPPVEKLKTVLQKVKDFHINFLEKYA
#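 Fluorescence of coupled pyruvate oxidase/HRP/Amplex Red system (50uM Amplex, 30 min, dark) reports pyruvate formed by GPT2. Enzyme reaction: 10ng/uL GPT2, 2mM L-alanine, 250uM a-KG, 30 min room temperature, pH 7.5; 50uM AOA control.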
# Starred values were filed as active, the others as inactive; i = inactive; u = inconclusive; x = no result given; [ ] = remark or other dose. Unless noted, calls follow the shape of the dose curve; as a rule, active = well fitted curve in the direction sought with a large enough effect; inconclusive = small, poorly fitted or top-dose-only effect, or another doubt; inactive = no such curve, though single readings can be large; an effect the other way counts as inactive or inconclusive. Unless noted, % is scaled to controls: 0 for no effect and ±100 for the full control effect. Only part of the results is shown (hit frequency here may not be typical).
SMILES,SNCA viab count,HEK cytotox,SNCA expr inhib,IP6K1 inhibitor,Luciferase inh,3T3 cytotox,GPT2 inhibitor
O=C(NC1CC(=O)N(c2cccc(F)c2)C1)c1ccc(S(=O)(=O)N2CCCCC2)cc1 (centres undefined),-15%,x,-4%,3,x,x,x
Cc1ccc(NC(=O)c2ccc(N3CC4CC(C3)[C@H]3CCCC(=O)N3C4)nc2)cc1 (some centres undefined),9%,-17%,-5%,0,-7%,-2%,i
CN(C)C[C@@H]1CN(c2ncccn2)C[C@H]1NC(=O)c1nn(C)c2ccccc12,-2%,-1%,4%,6,-21%,-13%,-27%
O=C(NCCCNc1nc(Nc2cccc(NC(=O)N3CCCC3)c2)ncc1I)c1cccs1,u,x,u,x,x,x,i
Cc1cc(C(=O)NC2CCCC2)c2c(C3CCCN3)noc2n1 (centres undefined),4%,-2%,38%[activator],15,x,u,-8%
O=C(NCCCn1cccn1)C1Cn2cccc2C(=O)N1Cc1ccccc1 (centres undefined),16%,-12%,9%,-5,-7%,-12%,i
Cn1cc(NC(=O)CC[C@H]2NC(=O)c3ccccc3NC2=O)cn1,-3%,10%,26%,10,-11%,2%,u
O=C(NCCc1ccccc1)C(=O)Nc1cccc(Br)c1,-4%,x,105%[activator],-15,x,x,x
O=C(c1ccccc1-n1cccn1)N1CCc2c(nc[nH]c2=O)C1,6%,-3%,u,-3,-1%,-16%,4%
CN1CCN(C(=O)[C@H]2C[C@@](C)(C(=O)O)N(C)[C@H]2c2ccc(Cl)cc2)CC1,5%,-18%,-7%,16,7%,-5%,-4%
Cc1ccc(Cl)cc1NC(=O)C1CCN(C(=O)c2cnn(-c3ccccc3)c2-n2cccc2)CC1,-10%,x,-15%,-15,x,x,x
Cc1cc(-c2ccc(C)c(S(=O)(=O)N(C(C)C)C3CCCCC3)c2)on1,-7%,x,-6%,9,x,x,x
COc1cccc2sc(N(Cc3cccnc3)C(=O)C3CCCCC3)nc12,0%,x,19%,11,x,x,x
CN(C)CCN(Cc1ccccc1)S(=O)(=O)c1ccc2[nH]c(=O)ccc2c1,-7%,x,23%,-9,x,x,x
Cc1ccc(N2CCN(C(=O)NCc3noc4ccc(C)cc34)CC2)c(C)c1,4%,x,-5%,-12,x,x,x
O=C(NCCc1ccccc1)C1CCN(Cc2cc3ccccc3n2Cc2cccc(Cl)c2)CC1,-11%,x,u,5,x,x,x
CCC(C)NC(=O)c1cc(-c2ccc(F)cc2)nc2c1cnn2C (centres undefined),x,u,x,2,x,u,x
Cc1cc(C)cc(Nc2cc(C)nc3nc(-c4ccco4)nn23)c1,0%,x,-6%,-13,x,x,x
COc1ccccc1OC1(C(=O)O)CCN(Cc2ccc(-c3ccn[nH]3)o2)CC1,-5%,-13%,6%,-6,-6%,3%,-9%
O=C(c1ccc(F)cc1Cl)N1CCC2(CC1)NC(=O)N(c1ccccc1Cl)N2,0%,u,-14%,-1,15%,u,u
COC[C@@H]1CCCN1Cc1cn(-c2ccccc2C)nc1-c1ccc(OC)c(F)c1,0%,u,-1%,37,-5%,-7%,-4%
COCCc1noc([C@@H]2CC(F)(F)CN2C(=O)C2CC=CC2)n1,7%,0%,-4%,-5,-4%,i,-10%
CC(=O)O[C@]1(C(C)=O)CC[C@H]2[C@@H]3C=C(Cl)C4=CC(=O)CC[C@]4(C)[C@H]3CC[C@@]21C,1%[23.9 µM],x,5%[25.6 µM],-10,x,x,5%
COc1ccc2[nH]c3c(c2c1)CCN(C)C31CCN(C(=O)COc2ccc(F)cc2)CC1,1%[12.5 µM],u,-2%,-9,-12%,u,1%
O=S(=O)(C1CC1)N1CC[C@@](O)(c2ccccc2)[C@H]2CCCC[C@@H]21,7%,u,24%,10,0%,-22%,3%
COc1ccc(-c2ccc(C(=O)N3CCN([S+](=O)([O-])C(C)C)CC3)cc2)nn1,x,u,x,-5,x,-30%,x
CN(C)c1ccc(C(CNC(=O)c2c(F)cccc2Cl)N2CCOCC2)cc1 (centres undefined),0%,x,5%,-6,x,x,x
COc1ccc(CC(=O)N2CC[C@H]3CC(=O)N(CCN4CCNC4=O)CC[C@H]3C2)cc1,-6%[87.6 µM],i,17%[87.6 µM],1,-4%[172 µM],-14%[174 µM],5%[88.5 µM]
Cn1nnnc1C1CCCN(C(=O)CCc2ccccc2)C1 (centres undefined),15%,4%,-9%,-6,-3%,4%,i
CNC(=O)c1cc(C2CC2)nc2onc(C3CCCN3C(=O)c3ccccc3C)c12 (centres undefined),x,-18%,x,7,x,-12%,x
COCC(=O)NC1CCC12CCN(C(=O)COc1ccccc1)CC2 (centres undefined),6%,-1%,35%[activator],-11,-3%,5%,0%
CC1=C[C@@H](CNC(=O)C2CC2)[C@H](C(C)C)C[C@H]1Cc1nnc(-c2ccccc2F)o1,u,63µM*,u,19,-9%[172 µM],100µM*,-9%[88.5 µM]
COCCO[C@H]1C(=O)N(C2CCN(C(=O)C3CCOCC3)CC2)[C@H]1c1ccncc1,5%,-1%,3%,28,4%,-7%,i
O=C(CCS(=O)(=O)c1cc2c(cc1Cl)NC(=O)CO2)NCc1ccccc1,0%,x,11%,15,x,x,x
CC(C)c1noc(-c2cn(C3CCN(C(=O)c4ccc(F)c(F)c4)C3)nn2)n1 (centres undefined),2%,u,25%,7,0%,-21%,i
Cc1nc(-c2ccc(F)cc2)sc1CCNC(=O)c1ccc(C(C)(C)C)cc1,-14%,x,u,-5,x,x,x
Cn1cnc(C(=O)N2CCCC(c3nc(-c4cccnc4)no3)CCNC(=O)CC2)c1 (centres undefined),4%,i,-2%,5,3%,2%,-2%
Cc1ccc(Cl)cc1N1CCN(C(=O)CCNS(=O)(=O)c2ccc3c(c2)CCN3C(=O)C2CC2)CC1,2%,x,3%,1,x,x,x
COc1cccc(-c2ccc(CN3CCCC(NC(=O)C(C)C)C3)cc2)c1 (centres undefined),-1%,40µM*,26%,-5,x,u,4%
COc1cc(CN2C[C@@H](CO)[C@H](c3nc(C)no3)C2)ccc1F,-11%,u,11%,-7,-4%,-1%,i

# The closing 3 entries of the section before lead into the next:
SMILES,SNCA viab count,HEK cytotox,SNCA expr inhib,IP6K1 inhibitor,Luciferase inh,3T3 cytotox,GPT2 inhibitor
Cc1ccc(Cl)cc1N1CCN(C(=O)CCNS(=O)(=O)c2ccc3c(c2)CCN3C(=O)C2CC2)CC1,2%,x,3%,1,x,x,x
COc1cccc(-c2ccc(CN3CCCC(NC(=O)C(C)C)C3)cc2)c1 (centres undefined),-1%,40µM*,26%,-5,x,u,4%
COc1cc(CN2C[C@@H](CO)[C@H](c3nc(C)no3)C2)ccc1F,-11%,u,11%,-7,-4%,-1%,i
O=C(NCc1ccccc1)C1(CCO)CCN(c2ncccn2)C1 (centres undefined),0%,i,13%,3,-3%,i,1%
CC(C)OCCCNC(=O)C1CCCN(c2nc3ncccc3o2)C1 (centres undefined),10%,5%,10%,-14,-3%,-9%,i
CC(C)Cn1c(=O)c(C(=O)Nc2ccc(F)cc2)nc2cccnc21,-6%[87.6 µM],-25%[172 µM],8%[87.6 µM],20,x,-14%[138 µM],i
CCCNC(=O)N[C@@H]1C[C@H](Cn2cc(COC)nn2)[C@@H](O)[C@H]1O,1%[87.6 µM],5%[172 µM],4%[87.6 µM],18,-2%[172 µM],i,-10%[88.5 µM]
COc1cccc(C(=O)N2CCC(C(=O)N[C@@H]3CCOC[C@H]3OC)CC2)c1,-11%,1%,-10%,6,13%,-2%,3%
CC(C)(C)c1ccc(C(=O)Nc2onc3c2CCCC3)cc1,u,x,-100%,-15,x,x,x
CCC(=O)N1CCc2cc(OC)c(OC)cc2C1COc1ccccc1OC (centres undefined),6%,x,34%,23,x,x,x
Cc1cc2cc(C(=O)N3CCC4(CCCN(CC5CC5)C4)C3)ccc2o1 (centres undefined),-2%,-15%,-3%,8,10%,-28%,5%
CN(C)c1ccc(N=NS(=O)(=O)O)cc1,23%,x,130%[activator],21,x,x,-26%[88.5 µM]
COC(=O)c1scc(-c2ccc(C)cc2)c1S(=O)(=O)N1CCN(c2ccc(F)cc2)CC1,-1%,x,14%,9,x,x,x
COc1cc(Cl)c(C)cc1NC(=O)Cn1ncc2c(=O)oc3ccccc3c21,u,x,2%,13,x,x,x
COc1ccc(Cl)cc1NC(=O)N(C)CC1CCOCC1,-2%,-6%,u,22,6%,-15%,-16%
O=C1c2c(O)cc(O)cc2O[C@H](c2cc(O)c(O)c(O)c2)[C@H]1O,-12%,x,-9%,x,x,x,u
COc1cccc(CNC(=O)c2ccc(CS(=O)Cc3ccc(Cl)cc3)o2)c1 (centres undefined),u,x,2%,56,x,x,x
Cc1c(C(=O)NCc2cccc(Br)c2)oc2ccc3c(c12)C(=O)CC(C)(C)O3,6%,x,63%[activator],10,x,x,x
Cc1nnn2c(C(=O)NCc3ccc(Cl)nc3)cccc12,-15%[87.6 µM],i,20%[87.6 µM],3,-24%[172 µM],u,-11%[88.5 µM]
COC[C@@H]1CN(c2cnccn2)C[C@H]1C(=O)N1CCc2ccccc2C1,u,-19%,10%,8,-9%,-12%,i
O=C(NCc1cccs1)c1ccc(Cn2c(SCc3ccccc3)nc3cccnc32)cc1,u,x,42%[activator],-2,x,x,x
CSCCCN1CC[C@@H](NC(=O)c2ccncc2)[C@H](O)C1,9%,-6%,26%,0,-8%,-10%,i
CCCc1noc(-c2ccn3c(CNC(=O)C(C)Oc4ccccc4)nnc3c2)n1 (centres undefined),-4%,u,3%,19,8%,u,i

# A few values from the entries so far.
# For SNCA expr inhib, O=C1c2c(O)cc(O)cc2O[C@H](c2cc(O)c(O)c(O)c2)[C@H]1O has -9%
# For IP6K1 inhibitor, COC(=O)c1scc(-c2ccc(C)cc2)c1S(=O)(=O)N1CCN(c2ccc(F)cc2)CC1 has 9
# For Luciferase inh, Cc1nnn2c(C(=O)NCc3ccc(Cl)nc3)cccc12 has -24%[172 µM]

# Results in HEK cytotox, SNCA viab count and 3T3 cytotox, for two of the compounds above:
structure	HEK cytotox	SNCA viab count	3T3 cytotox
COc1cc(Cl)c(C)cc1NC(=O)Cn1ncc2c(=O)oc3ccccc3c21	x	u	x
Cc1cc(-c2ccc(C)c(S(=O)(=O)N(C(C)C)C3CCCCC3)c2)on1	x	-7%	x

# More records:
SMILES,SNCA viab count,HEK cytotox,SNCA expr inhib,IP6K1 inhibitor,Luciferase inh,3T3 cytotox,GPT2 inhibitor
Cc1cc(C[C@@H]2COC[C@@H]2NC(=O)CCc2c(C)nc3ncnn3c2C)on1,-2%,-13%,-19%,5,-6%,-6%,-8%
Cc1ccccc1[C@@H]1CN(Cc2cnn(CCC(=O)O)c2)C[C@H]1C(=O)O,-2%,-4%,5%,19,5%,-23%,-41%
COc1cccc(CC(=O)NC2CCN(c3cc(-c4ccccc4)[nH]n3)CC2)c1,8%,u,21%,30,-8%,u,0%
COc1ccc(CNC(=O)c2cc3cc4ccc(C)cc4nc3o2)cc1,1%,x,21%,-10,x,x,x
COc1cccc(C(=O)N2CCC3(CC2)NC(=O)N(Cc2ccccc2)C3=O)c1,3%,-3%,5%,-6,3%,-11%,i
